ALDH1A1 block: blocks purified human ALDH1A1 activity | Purified ALDH1A1, NADH fluorescence, propionaldehyde substrate | Potency, µM (doses to about 75.3 µM), without a hit: top-dose activity, negative = inhibition, usual class: inhibitors | 7.3% of 220,000 active | AID 1030; active = well fitted inhibition curve with a large enough effect, not every such curve was filed as active; inconclusive = small, poorly fitted or top-dose-only effect, or another doubt; inactive = no such curve, though single readings can be large or run the other way;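 also: plate controls were no enzyme wells and a reference inhibitor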
Target sequence (P00352 whole entry, looked up): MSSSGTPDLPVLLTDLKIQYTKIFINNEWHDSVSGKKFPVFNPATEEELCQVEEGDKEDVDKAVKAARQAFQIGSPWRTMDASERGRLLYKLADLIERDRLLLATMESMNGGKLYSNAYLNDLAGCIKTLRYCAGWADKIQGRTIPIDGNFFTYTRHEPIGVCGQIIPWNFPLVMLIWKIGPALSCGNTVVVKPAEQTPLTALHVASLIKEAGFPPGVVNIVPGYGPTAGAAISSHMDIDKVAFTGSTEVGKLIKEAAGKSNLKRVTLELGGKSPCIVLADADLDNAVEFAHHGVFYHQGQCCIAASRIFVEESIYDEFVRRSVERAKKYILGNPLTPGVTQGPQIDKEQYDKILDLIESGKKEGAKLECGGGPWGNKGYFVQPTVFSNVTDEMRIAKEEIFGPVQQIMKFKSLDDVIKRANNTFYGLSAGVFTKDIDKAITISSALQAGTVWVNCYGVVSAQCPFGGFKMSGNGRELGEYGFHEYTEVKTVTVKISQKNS
HTT aggregate: reduces HttQ103-GFP aggregates in PC12 cells; Potency, µM (highest dose often 46.1 µM), for the others: at the highest dose activity change, negative = inhibition, hits mostly inhibitors; PC12 HttQ103-GFP aggregates, Acumen cytometry, 40 h; 1.1% of 220,000 active; also: % is scaled to controls: 0 for no effect and ±100 for the full control effect; nearly all actives have a fitted effect of over 60% in size
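PC12 cells with ecdysone-inducible HTT exon1 Q103-GFP, induced by 100 nM tebufenozide, given compounds in a concentration series. GFP aggregates (1–25 um, 6 SD above background) counted in lysates by laser-scanning cytometry, 488 nm excitation.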
Tau fibril FP: blocks human tau fibril formation measured by polarization; K18 P301L tau heparin fibrillization, Alexa594 FP, 6 h; Potency, µM (doses to about 57.7 µM), without a hit: top-dose activity, negative = inhibition, most hits filed as inhibitors; 0.39% of 280,000 active; also: % is scaled to controls: 0 for no effect and ±100 for the full control effect; nearly all actives have a fitted effect of over 55% in size
Target sequence (P10636 561-689 P618L limits assumed): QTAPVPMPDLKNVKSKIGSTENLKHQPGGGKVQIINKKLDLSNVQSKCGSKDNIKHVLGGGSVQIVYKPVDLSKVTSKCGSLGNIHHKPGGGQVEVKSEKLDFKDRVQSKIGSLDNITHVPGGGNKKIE
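Compound effects on tau fibrillization are measured by Alexa 594 fluorescence polarization (ex 555, em 632 nm). K18 P301L tau is used at 15 uM with 0.24 uM labeled tracer, and 20 uM heparin induces aggregation over 6 hr at 37 C.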
Tau fluor counter: counter-screen for tau fibril formation inhibitors; tau K18 P301L Alexa594 fluorescence, heparin fibrillization; Potency, µM (doses to about 57.7 µM), inactives show top-dose activity change, negative = decrease; 0.93% of 280,000 active; AID 1463; also: % is scaled to controls: 0 for no effect and ±100 for the full control effect; nearly all actives have a fitted effect of over 55% in size
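Human K18 P301L tau (15 uM unlabeled plus 0.24 uM Alexa 594-labeled, final) in 100 mM sodium acetate pH 7 was mixed with compound and 20 uM heparin and incubated 6 hr at 37 C.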
Tau fibril ThT: tau fibrillization inhibition (ThT binding); P10636; recombinant tau K18 P301L (four-repeat tau fragment), heparin-induced fibrillization, ThT fluorescence; Potency, µM (series often up to 57.4 µM), for the others: top-dose activity, negative = inhibition, usual class: inhibitors; 2.1% of 270,000 active; AID 1460; also: % is scaled to controls: 0 for no effect and ±100 for the full control effect; nearly all actives have a fitted effect of over 55% in size
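Heparin-induced fibrillization of the P301L-mutant K18 repeat-domain fragment of human tau was followed by ThT binding in quantitative high-throughput format.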
SMN2 splice up: SMN2 splice variant enhancement; HEK293 SMN2-luciferase splicing reporter, luminescence, 30-36 h; Potency, µM (titrated, usually from 46.1 µM), for inactives: at the top dose activity change, positive = activation, actives largely listed as activators; 2.8% of 210,000 active; AID 1458; also: % of control where 0% means no effect; nearly all actives have a fitted effect of over 55% in size
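HEK293 cells carry an SMN2 minigene-luciferase reporter in which exon 7 inclusion puts luciferase in frame. Cells were seeded at 2000 cells/well, attached for 10-12 hours, then exposed to compounds for 30-36 hours at 37C before ONE-Glo luminescence.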
JMJD2E inh: JMJD2E (human) inhibition | 1.6% of 230,000 active | JMJD2E catalytic domain, FDH-coupled NADH fluorescence (FDH is formaldehyde dehydrogenase) | B2RXH2 | AID 2147 | Potency, µM (titrated, usually from 57.1 µM), for the others: top-dose activity change, negative = inhibition, usual class: inhibitors; active = well fitted inhibition curve with a large enough effect, not every such curve was filed as active; inconclusive = small, poorly fitted or top-dose-only effect, or another doubt; inactive = no such curve, though single readings can be large or run the other way;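 also: 0% = wells with enzyme and -100% = buffer wells without enzyme; nearly all actives have a fitted effect of over 50% in size; many of its hits are not listed in these tables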
Target sequence (B2RXH2 1-337 limits assumed): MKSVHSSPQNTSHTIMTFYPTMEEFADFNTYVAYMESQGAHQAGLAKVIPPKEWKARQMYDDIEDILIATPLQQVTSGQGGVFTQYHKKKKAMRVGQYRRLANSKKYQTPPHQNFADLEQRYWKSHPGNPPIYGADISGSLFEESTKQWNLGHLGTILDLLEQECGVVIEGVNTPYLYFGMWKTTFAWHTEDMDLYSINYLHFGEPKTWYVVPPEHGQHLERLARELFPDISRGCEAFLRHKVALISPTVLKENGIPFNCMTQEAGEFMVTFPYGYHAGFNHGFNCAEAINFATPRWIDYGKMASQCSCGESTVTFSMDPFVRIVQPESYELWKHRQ
HTT cytoprotect: protects HTT-Q103 PC12 cells, measured by ATP. PC12 HTT-Q103 induced, cytoprotection, ATP luminescence, 40 h. Potency, µM (series often up to 56.4 µM), inactives show cytoprotection (ATP increase), hits mostly activators. 0.14% of 230,000 active. AID 1471;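 also: % of control where 0% means no effect; nearly all actives have a fitted effect of over 45% in size; toxic huntingtin expression switched on by the ecdysone agonist tebufenozide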
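ATP quantification (ATPlite) reports survival of PC12 cells in which tebufenozide, 100 nM final, switches on Htt exon 1 with 103 glutamines linked to GFP; compounds are titrated.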
* hit, by the source's call; ? = inconclusive; . = no result given; & = joins results of further samples; [ ] = dose if it differs, or a comment. Unless noted, calls follow the shape of the dose curve; as a rule, active = well fitted curve in the direction sought with a large enough effect; inconclusive = small, poorly fitted or top-dose-only effect, or another doubt; inactive = no such curve, though single readings can be large; an effect the other way counts as inactive or inconclusive. Potency is read from the fitted curve at half-maximal effect.

SMILES	ALDH1A1 block	HTT aggregate	Tau fibril FP	Tau fluor counter	Tau fibril ThT	SMN2 splice up	JMJD2E inh	HTT cytoprotect
CCn1c(SCc2ccc(Cl)cc2Cl)nc2nc3c(cc2c1=O)CCCC3	6%	-15%	-5%	-9%	-13%	-26%	1%	-23%
O=C(CSc1nc2ccccc2[nH]1)NCc1ccc2c(c1)OCO2	14%	-11%	3%	-7%	-8%	-8%	18%	5%[10 µM]
COC(=O)Cc1c(C)nc2nc(-c3cccnc3)[nH]n2c1=O	9%	-15%	10%	1%	2%	-1%	9%	-1%
Cc1ccn2cc(-c3ccc(Br)cc3)nc2c1	.	3%[9.22 µM]	0%	-9%	-17%	.	?	-74%[inhibitor][10 µM]
O=c1c(Cl)c(O)c2cccc3c4ccccc4n1c23	?	?	?	?	14µM*	-34%	?	.
CC(C)c1onc(C(=O)Nc2cccc(Cl)c2)c1[N+](=O)[O-]	-3%	-21%	-11%	-26%	-11%	-27%	-6%	-15%
O=C(O)c1ccc(OCCn2ccnc2)cc1	1%	-1%&12%	12%	-4%	-5%	-7%	2%	-6%&29%
O=C(Nc1nnc(SCc2ccc(F)cc2)s1)C1Cc2ccccc2CN1C(=O)c1ccco1 (stereo not given)	1%	-3%	6%	-15%	?	22%	-3%	-7%
CCNC(=O)CCSc1nc(C)cc(C)n1	-3%	-17%	-9%	-3%	-5%	-6%	-6%	?
CCOc1ccc2nc(C)cc(Nc3ccccc3OCC)c2c1	.	.	-7%	-16%	-15%	-77%[inhibitor]	.	.
COc1ccc(NC(=O)CN2C(=O)C(c3ccccc3)=NC23CCCCCC3)cc1OC	-7%	-6%	3%	4%	8%	-3%	-4%	-33%[10 µM]
Nn1c(SCC(=O)N2CCCCCC2)nnc1-c1ccncc1	-11%	-12%	-4%	-5%	-9%	-7%	3%	10%
CCOc1ccc(NC(=O)Cn2cc(C(=O)c3ccc(C)c(C)c3)c(=O)c3cc(OC)c(OC)cc32)cc1	.	.	-6%	-3%	7%	-11%	.	.
CCCCC(=O)Nc1ccc(C(=O)NCCc2ccc(S(N)(=O)=O)cc2)cc1	10%	14%	-2%	5%	1%	8%	10%	9%
CCC(C)c1ccc(OCCn2cc(/C=N/NC(=O)CSc3nnc(C)s3)c3ccccc32)cc1 (stereo not given)	?	-32%	9%	?	-1%	-31%	?	5%
CCN1C(=O)/C(=C/c2nc3ccccc3c(=O)n2-c2ccc(C)cc2)c2ccccc21	2%	?	4%	-7%	?	-10%	-1%	-87%[inhibitor][10 µM]
O=C(CC1SC(=Nc2ccccc2)N(CCCO)C1=O)Nc1ccc(Cl)cc1 (stereo not given)	-14%	-3%	?	?	5%	-3%	-2%	17%[10 µM]
Cc1cc(C)nc(SCc2nnc(SCC(=O)O)n2-c2ccccc2)n1	8%	.	-2%	-7%	-13%	0%	4%	.
CC(C)N(C(=O)C(F)(F)F)C(C(=O)NC1CCCCC1)c1ccncc1 (stereo not given)	5%	7%	8%	5%	3%	27%	?	1%[10 µM]
CC(=O)Nc1ccc(NC(=O)c2cccc(C(=O)OC(C)C)n2)cc1	6%	9%	-8%	-7%	-6%	-18%	3%	-42%[inhibitor]
CC(=O)c1ccc(N2CCN(C(=O)c3cn(C)c(=O)c4c3c3ccccc3n4C)CC2)cc1	.	.	-3%	-16%	?	12%	.	.
COc1ccc(C(c2c(C)[nH]n(-c3ccccc3)c2=O)c2c(C)[nH]n(-c3ccccc3)c2=O)cc1OC	8.9µM*	26%	-2%	-14%	?	2%	?	-17%[10 µM]
CC(=O)N[C@H]1C[C@@H]1c1ccccc1	5%	6%	9%	-4%	-12%	?	4%	-3%[10 µM]
CC(C)N(Cc1nnc(-c2ccccc2Cl)o1)C(=O)c1cccc(C#N)c1	6.3µM*	13%	-1%	-4%	-10%	-7%	3%	-14%
CNC(=S)Nc1cccc(C(=O)OC)c1	.	10%[9.22 µM]	-2%	2%	0%	.	2%	-3%[10 µM]

Reprinted at random: 4 entries already listed.
SMILES	ALDH1A1 block	HTT aggregate	Tau fibril FP	Tau fluor counter	Tau fibril ThT	SMN2 splice up	JMJD2E inh	HTT cytoprotect
COc1ccc(NC(=O)CN2C(=O)C(c3ccccc3)=NC23CCCCCC3)cc1OC	-7%	-6%	3%	4%	8%	-3%	-4%	-33%[10 µM]
O=C(CSc1nc2ccccc2[nH]1)NCc1ccc2c(c1)OCO2	14%	-11%	3%	-7%	-8%	-8%	18%	5%[10 µM]
Cc1ccn2cc(-c3ccc(Br)cc3)nc2c1	.	3%[9.22 µM]	0%	-9%	-17%	.	?	-74%[inhibitor][10 µM]
CC(=O)Nc1ccc(NC(=O)c2cccc(C(=O)OC(C)C)n2)cc1	6%	9%	-8%	-7%	-6%	-18%	3%	-42%[inhibitor]

(listing goes on)
SMILES	ALDH1A1 block	HTT aggregate	Tau fibril FP	Tau fluor counter	Tau fibril ThT	SMN2 splice up	JMJD2E inh	HTT cytoprotect
COc1cccc(NC(=O)COC(=O)c2nc3nccc(C)n3n2)c1	19%	-22%	6%	2%	-1%	-3%	7%	-1%
COc1ccccc1NC(=O)CCCOc1cc(=O)n(C)c2ccccc12	.	.	2%	-7%	-4%	?	.	.
CC(C)Oc1ccc(C(=O)N/N=C/c2ccc(-c3ccc(S(=O)(=O)Nc4ncccn4)cc3)o2)cc1	?	-8%[9.22 µM]	-8%	-19%	?	7%	?	-12%
CCOC(=O)c1cc2occc2n1CC(=O)NC1CCC(C)CC1 (stereo not given)	1%	0%	0%	-10%	-12%	7%	0%	8%[10 µM]
CCCc1nc2c(nnn2Cc2ccccc2Cl)c(=O)[nH]1	4%	?	-3%	0%	3%	8%	11%	.
Nc1ccnc(C(F)(F)F)c1C(=O)c1ccccc1	-7%	?	-2%	-11%	-12%	13%	-3%	8%[0.074 µM]
CC(C)NC(=O)c1ccccc1NC(=O)CCc1ccccc1	14%	-17%	1%	2%	0%	-1%	1%	-3%[10 µM]
CC1(C)CC(=O)C(C=NCC2CCN(C(=S)Nc3cccc(Cl)c3)CC2)=C(O)C1	?	-2%	-7%	-16%	-4%	0%	9%	-19%
O=S(=O)(c1cccc(-c2csc(-c3ccccc3)n2)c1)N1CCOCC1	?	-2%	-8%	?	?	-16%	-8%	-19%
COc1ccc(C2CC(c3cccc(Cl)c3)n3nc(N)nc3N2)cc1 (stereo not given)	3%	-1%	-7%	-8%	-10%	-1%	0%	11%
Oc1ccccc1C1=Nc2ncnn2C(c2ccccc2)C1 (stereo not given)	?	2%	-2%	-10%	-11%	-17%	-11%	-2%
Cc1cc(C)cc(OCc2nnc(SCC(=O)OC3CCCCC3)o2)c1	-11%	-2%	0%	-5%	-1%	5%	0%	5%
CC1CN(S(=O)(=O)c2ccc(NC(=O)CCN3C(=O)c4ccccc4C3=O)cc2)CC(C)O1 (stereo not given)	-12%	3%	-3%	-8%	2%	-2%	4%	-17%
N#Cc1cccc(NC(=O)C2SC(=Nc3ccccc3)C(C(=O)N3CCOCC3)=C2N)c1 (stereo not given)	-16%	6%	7%	?	?	17%	1%	.
COC(=O)c1ccc(CSc2nc3ccc(S(=O)(=O)N4CCOCC4)cc3[nH]2)cc1	-4%	-1%	-17%	?	3%	-10%	-2%	-2%[10 µM]
CC(C)=CC1C(C(=O)O)C1(C)C (stereo not given)	4%	.	-3%	-1%	-3%	-15%	3%	.
COc1ccc(S(=O)(=O)N2CC(C)N(S(=O)(=O)c3ccc(OC)cc3)CC2C)cc1 (stereo not given)	15%	-7%[9.22 µM]	4%	-7%	-8%	-27%	1%	-13%[10 µM]
CCn1nc(C)cc1C(=O)N1CCCC(CCC(=O)NCc2ccccc2F)C1 (stereo not given)	1%	-8%[9.22 µM]	-5%	0%	-2%	.	?	0%[10 µM]
N#Cc1c(N)nc2c(c1N)CC(C(F)(F)F)O2 (stereo not given)	-6%	?	4%	2%	0%	.	-6%	-1%
CCOc1ccc(NC(=O)CCS(=O)(=O)c2cccc3nsnc23)cc1	?	-7%	-7%	-3%	-11%	?	2%	-5%
CN1c2ccccc2C(O)=C(C(=S)Nc2ccc(Cl)cc2)S1(=O)=O	?	-24%	-12%	-24%	?	-18%	-11%	-18%[10 µM]
CC(=O)C(Sc1nc(NC(C)(C)C)nc(N(C)C)n1)C(C)=O	?	3%	-4%	-9%	-9%	-8%	-23%	-14%
CCCCNC(=O)c1cc2c(=O)n3cccc(C)c3nc2n(CCN2CCOCC2)c1=N	?	19%	8%	6%	-8%	-33%[inhibitor]	?	-11%[0.074 µM]
CC1(C)CC2CC(C)(CN2/C=N/c2sc3c(c2C#N)CC(C)(C)NC3(C)C)C1 (stereo not given)	.	16%[9.22 µM]	2%	-15%	-5%	.	-1%	-15%[10 µM]
CCNC(=S)N(Cc1ccc2c(c1)OCO2)C1CC(=O)N(c2ccc(F)cc2)C1=O (stereo not given)	6%	5%	-12%	-22%	10%	-28%	8%	16%[10 µM]
Other results:
SMILES	ALDH1A1 block	HTT aggregate	Tau fibril FP	Tau fluor counter	Tau fibril ThT	SMN2 splice up	JMJD2E inh	HTT cytoprotect
C=C(C)CN(CC)C(=O)CC1C(=O)NCCN1CC(C)(C)C (stereo not given)	.	-7%[9.22 µM]	-3%	-8%	-7%	.	?	7%[10 µM]
Cc1cc(C(=O)CSc2nnnn2-c2ccc(O)cc2)c(C)n1C	16µM*	-8%	-10%	5%	5%	19%	-14%	8%[10 µM]
CC(=O)c1ccccc1NC(=O)COC(=O)/C=C/c1ccc(C)o1	-8%	2%	3%	-1%	-3%	0%	?	-39%[inhibitor]
N/C(=N\OC(=O)C1CCCCC1)c1ccccn1	-2%	.	1%	1%	-3%	12%	-1%	?
COc1cc2nc(NCC3CCCO3)n3nc(-c4cccnc4)nc3c2cc1OC (stereo not given)	8%	29%[9.22 µM]	4%	-5%	-6%	23%	0%	11%
COc1ccccc1NC(=O)CN(C)S(=O)(=O)c1ccc(F)cc1	9%	2%	-1%	-1%	-4%	11%	1%	11%
CCOC(=O)c1cc2c(nc1NC(=S)Nc1ccccc1)CC(C)(C)OC2	14µM*	-4%	6%	-3%	-4%	-1%	-24%	2%[10 µM]
CC1=NC(Nc2nc(C)c3ccccc3n2)=NC(C)(C)C1	-7%	?	-2%	0%	-8%	-15%	-10%	-9%[10 µM]

A few values from the entries so far:
`C=C(C)CN(CC)C(=O)CC1C(=O)NCCN1CC(C)(C)C` (stereo not given) @ HTT cytoprotect = 7%[10 µM]
`CC1=NC(Nc2nc(C)c3ccccc3n2)=NC(C)(C)C1` @ Tau fluor counter = 0%

Assay outcomes (PubChem)

Not all compounds are listed, so the mix of outcomes need not match the whole.
